HIV fusion peptide: inhibitors of HIV fusion peptide binding, primary screen, biochemical, uHTS, fluorescence dequenching (AID 1986); cell-free peptide binding, fluorescence dequenching, 30 min; higher % means a stronger effect; one-dose inhibition, % at 20 µM; IC50 in µM for titrated hits; 0.3% of 290,000 active; in the data active = inhibition mostly above about 52%, no sharp cut-off; inactive = mostly below about 76%; also: some results filed as inactive read as strong as hits
Lipid droplet: hepatic lipid droplet formation modulation; AML12 mouse hepatocytes, oleate lipid droplets, BODIPY imaging; inhibition, % at 6.5 µM; 0.4% of 240,000 active;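 active = lipid droplet intensity inhibited by at least 50%, with more than 500 cells counted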
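Assay system: AML12 hepatocytes (mouse) / Also added: 100 µM oleic acid challenge / Times: overnight treatment with compound plus oleate / Detection: high-content imaging of BODIPY-stained droplets and DAPI nuclei / Evaluation: % inhibition of lipid droplet signal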
HEK293 NOD2/NF-kB: inhibition of NOD2-driven NF-kB reporter – cell-based, luminescence, uHTS, HEK293 (AID 1566); HEK293 NOD2/NF-kB luciferase reporter, luminescence; higher % means a stronger effect; one-dose inhibition, % at 4 µM; EC50 in µM for titrated hits; 0.63% of 290,000 active; also: many of its hits are not listed in these tables
AID2073: inhibitors of Mint1-CaV2.2 protein interaction, biochemical, HTRF (AID 2073) | HTRF protein-protein interaction, Mint1-CaV2.2; higher % means a stronger effect | inhibition, % at 20 µM, or IC50 in µM where a hit was titrated | 0.19% of 290,000 active; in the data active = inhibition mostly above about 51%, no sharp cut-off; also: some results filed as inactive read as strong as hits
Dengue-2 NS5 capping: Dengue-2 NS5 methyltransferase inhibitors, primary screen, biochemical, confirmation dose response (AID 588689); Dengue-2 NS5 methyltransferase capping enzyme assay, biochemical; higher % means a stronger effect; inhibition, % at 25 µM; hits with a dose series show IC50 in µM; 0.3% of 340,000 active; in the data active = a potency from the dose series
Myeloid diff 2: promotes myeloid progenitor differentiation | 1% of 360,000 active | AID 624256 | calls only at 10 µM | ER-HoxA9 myeloid progenitors, lysozyme-GFP differentiation, flow cytometry;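 active = normalized GFP-positive differentiation at or above the plate's own cutoff, the solvent-only control mean plus 3 SD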;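 also: cells exposed to compound for four days before flow analysis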
SIAH1 antagonists: blockers of Siah-1 interaction with plectin peptide – biochemical, fluorescence polarization, rhodamine-plectin, uHTS, primary screen (AID 1817). 0.02% of 290,000 active. Siah-1 / rhodamine-plectin peptide fluorescence polarization; higher % means a stronger effect. displacement, % at 20 µM; hits with a dose series show IC50 in µM;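 active = displacement of at least 50% at 20 µM, with a fluorescence ratio check between 0.3 and a set limit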;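 also: plate controls were Siah plus tracer with DMSO for no effect and tracer alone without Siah for full effect; strong numbers were not always called active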
LYP inhibition: inhibitors of LYP phosphatase, biochemical, fluorescence intensity, uHTS (AID 1779) | 0.054% of 290,000 active | inhibition, % at 11.5 µM; hits with a dose series show IC50 in µM | recombinant LYP phosphatase, fluorescence intensity; higher % means a stronger effect;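 also: plate controls were vehicle with enzyme for no effect and no enzyme for full effect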
XIAP displacement: XIAP antagonists, biochemical, IAP family, fluorescence polarization (AID 1018); one-dose displacement, % at 20 µM; IC50 in µM for titrated hits; XIAP BIR domain, fluorescence polarization peptide displacement; higher % means a stronger effect; 0.007% of 200,000 active; in the data active = displacement above about 50%; also: a part of the inactive calls stands beside numbers as strong as those of hits
Lipid droplet cells 6.5 µM: second read-out of Lipid droplet, no call of its own (marks repeat the call); cell count; measured here: cell count, cytotoxicity flag;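 cells counted across two imaged fields per well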
Dengue-2 NS5 capping pilot replicate: second read-out of Dengue-2 NS5 capping, no call of its own (marks repeat the call); inhibition, %; measured here: pilot screen replicate inhibition
Myeloid diff 2 GFP+ MAC1+ %: also measured in Myeloid diff 2; calls as there; GFP+ MAC1+ double positive, %; measured here: differentiation confirmed by MAC1 staining
* marks the source's active call; other numbers are inactive results; i = inactive; · = no result given. Rule as the data show it, unless noted: active = inhibition above about 50%; inactive = the rest. An excerpt, so the mix of outcomes need not match the whole.

SMILES	HIV fusion peptide	Lipid droplet	Lipid droplet cells 6.5 µM	HEK293 NOD2/NF-kB	AID2073	Dengue-2 NS5 capping	Myeloid diff 2	Myeloid diff 2 GFP+ MAC1+ %	SIAH1 antagonists	LYP inhibition	XIAP displacement	others
CCOc1ccc(NC(=O)CC2Nc3ccccc3NC2=O)cc1 (configuration not stated)	-1.6%	1	664	-4%	-1%	1%	i	0.1	10%	-4%	-5.7%
Cc1ccnc(NC(=O)CCNC(=O)c2ccc(Cl)cc2)c1	-0.8%	-2	702	-60%	3%	-6%	i	0.9	-2%	-11%	·
CCOC(=O)C1=C(CC)Nc2ccccc2N=C1NC(=O)c1ccc(S(=O)(=O)N2CCOCC2)cc1	0.3%	-7	644	4%	3%	1%	i	0.2	-2%	-5%	-7.4%
CCSc1nc2c(c(=O)[nH]1)C(c1cccs1)C(C(=O)OC)=C(C)N2 (configuration not stated)	1.2%	-4	748	1%	-4%	0%	i	1.6	20%	-6%	-3.9%
CS(=O)(=O)N(CC(=O)Nc1ccc(F)cc1)C1CCCCC1	-0.2%	-4	812	-4%	3%	-8%	i	0.3	-2%	-6%	·
Cc1ccc(-c2nsc(SCC(=O)NCc3ccc4c(c3)OCO4)n2)cc1	0.4%	-28	446	-61%	23%	-2%	i	0.8	8%	1%	-22%
CCOCCCn1c(SCC(=O)N2CCOCC2)nc2ccccc2c1=O	0.9%	-3	827	9%	-9%	-6%	i	0.3	9%	-8%	·
CC(C)CNc1c(N)n(CC(C)C)c(=O)[nH]c1=O	3.0%	2	685	15%	-9%	6%	i	0.2	-4%	-1%	-5.6%
CS(=O)(=O)N1CCc2cc(C(=O)Nc3ccc(Cl)cc3)ccc21	-0.5%	-4	807	-2%	16%	-6%	i	0.5	1%	0%	·
O=C(O)CCC(=O)N1CCc2cc(S(=O)(=O)NCCc3ccc(Cl)cc3)ccc21	0.7%	15	722	-5%	7%	0%	i	0.0	5%	0%	·
O=S(=O)(Nc1nc(SCc2ccc(Cl)cc2)n[nH]1)c1ccc(F)cc1	-0.7%	-10	708	0%	0%	·	i	0.8	-13%	-4%	·
O=C(CN1C(=O)c2ccc([N+](=O)[O-])cc2C1=O)NCc1ccco1	0.2%	0	735	7%	20%	1%	i	0.5	8%	-4%	-3.9%

Brought forward from above: 4 entries; new compounds follow.
SMILES	HIV fusion peptide	Lipid droplet	Lipid droplet cells 6.5 µM	HEK293 NOD2/NF-kB	AID2073	Dengue-2 NS5 capping	Myeloid diff 2	Myeloid diff 2 GFP+ MAC1+ %	SIAH1 antagonists	LYP inhibition	XIAP displacement	others
CS(=O)(=O)N1CCc2cc(C(=O)Nc3ccc(Cl)cc3)ccc21	-0.5%	-4	807	-2%	16%	-6%	i	0.5	1%	0%	·
O=C(O)CCC(=O)N1CCc2cc(S(=O)(=O)NCCc3ccc(Cl)cc3)ccc21	0.7%	15	722	-5%	7%	0%	i	0.0	5%	0%	·
O=S(=O)(Nc1nc(SCc2ccc(Cl)cc2)n[nH]1)c1ccc(F)cc1	-0.7%	-10	708	0%	0%	·	i	0.8	-13%	-4%	·
O=C(CN1C(=O)c2ccc([N+](=O)[O-])cc2C1=O)NCc1ccco1	0.2%	0	735	7%	20%	1%	i	0.5	8%	-4%	-3.9%
CCCn1cc(S(=O)(=O)CC(=O)NC2CCCCC2)c2ccccc21	-1.0%	-1	744	14%	10%	-5%	·	·	12%	-2%	3.1%
Cc1c(C(=O)NC2CCCc3ccccc32)oc2ccc(S(=O)(=O)N3CCOCC3)cc12 (configuration not stated)	4.9%	·	·	44%	8%	1%	i	0.3	-4%	-8%	-5.7%
Cc1ccc2oc(C(=O)NCc3ncc(C)[nH]3)c(C)c2c1	1.2%	-8	660	-2%	3%	-3%	·	·	-1%	-9%	·
O=C(Nc1ccc(Cl)c(Cl)c1)OCc1cnc(Cl)s1	-5.2%	·	·	·	1%	-9%	i	0.6	-2%	-10%	-4.4%
COc1cccc(OC)c1C(=O)N1CCN(Cc2ccccc2C)CC1	-3.0%	·	·	30%	-4%	-1%	i	0.6	2%	-7%	-4.8%
CCC1=C(c2ccc(C)cc2)S(=O)(=O)N=C1N1CCC(C(=O)NCCCN2CCCCC2C)CC1 (configuration not stated)	0.4%	-25	718	-5%	0%	-9%	i	8.6	-1%	-12%	·
CC(Oc1ccc(Cl)cc1Cl)C(=O)NC1CCSC1=O (configuration not stated)	-0.4%	6	721	4%	1%	1%	i	0.6	2%	-8%	-5.0%	Dengue-2 NS5 capping pilot replicate=0.0
CCOC(=O)C1CCN(S(=O)(=O)c2ccc(Cl)s2)CC1	2.4%	-13	730	-4%	3%	-2%	i	3.3	1%	-16%	·
CC1CCCN(c2nc3nonc3nc2N2CCCC(C)C2)C1 (configuration not stated)	-0.9%	-18	735	7%	-4%	-3%	i	0.7	14%	-6%	-2.7%
CC1CN(CCOCCOc2ccccc2-c2ccccc2)CC(C)O1 (configuration not stated)	-0.1%	-10	837	-25%	-2%	7%	i	0.2	7%	-14%	·
N#CC1=C(N)Oc2cc(O)c(Cl)cc2C1c1cccnc1 (configuration not stated)	3.5%	-1	845	2%	15%	-64%	i	0.6	-7%	-1%	·
Cc1ccc(NS(=O)(=O)c2ccc(N/N=C/c3ccncc3)c([N+](=O)[O-])c2)c(C)c1	-4.4%	1	653	13%	3%	2%	i	0.8	1%	-3%	-4.4%
COC(=O)c1ccc(CNC(=O)c2ccc3c(c2)OCCO3)cc1	-0.4%	-10	729	-15%	0%	-5%	i	0.1	2%	-8%	·
COc1ccc(-c2csc(NC(=O)c3cc(C)on3)c2C#N)cc1OC	4.6%	8	758	8%	-5%	-6%	i	12	11%	-6%	2.8%
O=[N+]([O-])c1ccc(Nc2ccc(N3CCOCC3)cc2)c([N+](=O)[O-])c1	-3.7%	-38	702	0%	-11%	0%	i	0.1	-3%	-4%	-6.9%
COc1cccc(CNc2cccc3cccnc23)c1O	5.0%	1	615	10%	13%	3%	i	3.6	1%	-4%	-12%
O=C1CCN(C(=O)/C=C/c2ccccc2)c2ccccc21	-2.0%	0	698	-26%	1%	-2%	i	0.0	3%	-2%	-11%
COc1ccc(CNC(=S)N2CCN(S(=O)(=O)c3cccc(F)c3)CC2)cc1	0.6%	34	626	-2%	-11%	-7%	i	0.4	1%	2%	·
COc1ccc(CCNC(=O)c2csc3c2CCCC3)cc1OC	-1.3%	-15	753	11%	1%	-4%	i	0.7	4%	-8%	-2.7%
COc1ccccc1NC(=O)Cn1nnc(C(=O)NCc2ccc3c(c2)OCO3)c1N	0.2%	3	723	-4%	14%	-2%	i	3.4	4%	-3%	·
O=C(CSc1nnc(CNc2ccc(F)cc2)o1)N1CCCc2ccccc21	-1.7%	·	·	6%	-7%	-2%	i	0.5	2%	-4%	-3.4%
Cc1ccccc1C(=O)Nc1nnc(-c2ccc(C(C)(C)C)cc2)s1	-1.7%	14	557	2%	13%	1%	i	0.8	0%	-4%	-31%
FC(F)C(F)(F)c1cc(-c2ccc(Cl)cc2)n[nH]1	0.5%	-1	720	-43%	18%	·	i	0.1	-3%	-4%	·
COCCNC(=O)CN(Cc1ccc(OC)cc1)C(=O)CCC(=O)Nc1nccs1	-2.1%	-32	750	-16%	12%	-3%	i	0.1	-3%	-7%	·
c1ccc(-c2noc(CSc3nc4ccccc4o3)n2)cc1	-1.4%	·	·	-26%	3%	-1%	i	2.1	5%	-10%	-4.1%	Dengue-2 NS5 capping pilot replicate=-3.3
COc1ccc(C(=O)C2C(c3ccc(-c4ccccc4[N+](=O)[O-])o3)NC(=O)NC2(O)C(F)(F)F)cc1 (configuration not stated)	18%	4	512	3%	17%	2%	i	0.4	14%	1%	-9.7%
CCOc1ccc(C2C3=C(Nc4nc(N)[nH]c(=O)c42)c2ccccc2C3=O)cc1 (configuration not stated)	2.0%	-37	584	11%	16%	-1%	i	0.4	-8%	1%	-2.0%
COc1ccc(-c2ccnc3nc(Sc4ncc(C(F)(F)F)cc4Cl)nn23)cc1	0.8%	·	·	18%	5%	-8%	i	4.6	-8%	-14%	-7.2%
Cc1ccsc1C(=O)NCCc1nnc2ccccn12	0.6%	7	735	-17%	-9%	-7%	i	1.6	-1%	-9%	·
CCn1c(SCC(=O)Nc2c(C#N)cnn2-c2ccccc2)nnc1-c1cccs1	1.5%	-18	679	10%	0%	·	i	0.4	9%	-10%	·
COc1ccc(NC(=O)CCNC(=O)Cn2cnc3sc4c(c3c2=O)CCCC4)c(OC)c1	-1.0%	-21	768	-2%	-6%	-9%	i	0.8	0%	-9%	·
CCC(C)(C)NC(=O)CN(CC1CCCO1)C(=O)CCC(=O)Nc1nccs1 (configuration not stated)	-1.4%	·	·	-3%	4%	-3%	i	0.0	-4%	-2%	-7.9%
COc1cc(-c2nnc(-c3cc(OC)c(OC)c(OC)c3)o2)cc(OC)c1OC	0.1%	3	735	20%	22%	-1%	i	1.4	4%	-3%	-5.9%
Cc1cc(NC(=O)c2ccc(C)c([N+](=O)[O-])c2)no1	2.0%	1	724	-3%	9%	5%	i	0.1	2%	2%	-7.4%
CCCOC(=O)NC1C(NC(=O)OCCC)N(C)C(=O)N1C (configuration not stated)	-0.4%	·	·	-22%	0%	-2%	i	0.9	-4%	-2%	-5.3%
COC(=O)C1=C(Cn2cnc3ccccc32)NC(=O)NC1c1cc(C)ccc1C (configuration not stated)	1.1%	33	741	-11%	-11%	·	i	0.0	1%	-1%	-5.7%
O=C(NC(=O)N1CCN(c2ccc([N+](=O)[O-])cn2)CC1)c1ccccc1F	-0.3%	8	737	10%	-1%	·	i	0.5	15%	-7%	·
O=C(Nc1csc(Cc2c(Cl)cccc2Cl)n1)NN1CCOCC1	-0.9%	5	423	0%	1%	-1%	i	0.5	-3%	-5%	·
COc1ccc(/C=N/Nc2ccccn2)cc1O	-0.9%	5	655	-82%	-9%	-6%	i	0.4	-4%	-4%	·
O=C(NCCCNc1ccc(C(F)(F)F)cc1[N+](=O)[O-])c1ccc(F)cc1	1.1%	6	622	13%	0%	4%	i	0.3	0%	-6%	-4.3%
CN(C)C(CNS(=O)(=O)c1ccc(F)cc1)c1cccnc1 (configuration not stated)	1.5%	-3	637	2%	0%	-2%	i	1.4	4%	-8%	-2.6%
Cc1cc(C)c(NC(=O)CN2CCN(C)CC2)c(C)c1	-0.9%	·	·	6%	-7%	3%	i	1.6	2%	-9%	-3.7%
Cc1ccc([N+](=O)[O-])cc1S(=O)(=O)N1CCN(C)CC1	-1.7%	-10	675	7%	-3%	-2%	i	0.1	-4%	-11%	-8.8%
CCC(C)(C)N(C(=O)CCC(=O)Nc1cc(C)on1)C(C(=O)NC(C)(C)C)c1ccc(OC)cc1 (configuration not stated)	1.3%	0	787	-8%	4%	8%	i	2.2	0%	-7%	·

Assay outcomes as filed in PubChem BioAssay.
